HCMV inh: inhibitors of human cytomegalovirus | activity change, negative = inhibition, % at 57.5 µM | 410,000 compounds, 4.5% hits | AID 1259415 | HFF cells, HCMV-luciferase reporter, 72 h; stronger effect = lower value; in the data active means activity change below about -60%; inconclusive means no clear call, values can overlap the other calls; inactive means above about -39%
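Human foreskin fibroblasts infected with luciferase-reporter HCMV at MOI 1 PFU/cell, compounds at two doses. Luciferase measured 72 h post infection; normalized to buffer-only basal and Salinomycin (10uM) controls.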
AmpC no deterg: AmpC beta-lactamase inhibition without detergent. P00811. AmpC nitrocefin hydrolysis, absorbance 480 nm, 0.0001% Triton. Potency, µM (highest dose often 57.1 µM), inactives show at the highest dose activity change, negative = inhibition, hits mostly inhibitors. 330,000 compounds, 0.52% hits. AID 485341;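 further: potency means the concentration at half of the fitted maximal effect; plate controls were no compound for no effect and no enzyme for full effect; nearly all actives have a fitted effect of over 20% in size; some results filed as inactive show a strong effect at the top dose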
Target sequence (P00811 whole entry, looked up): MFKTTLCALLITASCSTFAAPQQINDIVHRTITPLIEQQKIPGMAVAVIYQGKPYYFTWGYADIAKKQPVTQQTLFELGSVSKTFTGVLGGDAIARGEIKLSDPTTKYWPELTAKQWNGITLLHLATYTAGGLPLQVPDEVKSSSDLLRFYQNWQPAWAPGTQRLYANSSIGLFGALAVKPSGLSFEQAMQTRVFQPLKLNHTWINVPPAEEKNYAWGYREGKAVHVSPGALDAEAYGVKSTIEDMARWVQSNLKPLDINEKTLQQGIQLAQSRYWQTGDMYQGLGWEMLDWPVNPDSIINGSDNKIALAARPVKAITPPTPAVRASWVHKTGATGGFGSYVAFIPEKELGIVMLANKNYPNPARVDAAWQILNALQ
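20 mM phosphate pH 7.0 + 0.01% (detergent screen) or 0.0001% Triton X-100; 5.3 nM AmpC reagent; cpd preinc 15 min RT; nitrocefin (800 uM stock) to start; A480 q20 s × 4 min; Activity was normalised to no-enzyme and no-compound control wells.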
HCV inh: blocks hepatitis C virus. Potency, µM (series often up to 41.8 µM), inactives show at the top dose activity change, negative = inhibition, most hits filed as inhibitors. 340,000 compounds, 3.4% hits. AID 651820. Huh7.5.1 HCVcc-Cre infection, luciferase reporter, 44 h; further: potency means the concentration at half of the fitted maximal effect
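Infectious HCV cell culture screen: compound-treated cells (1,000/well, pre-plated 4 h) are infected with HCVcc-Cre at roughly 0.5 moi and grown 44 h. Infection is quantified by luciferase signal after 15 min substrate incubation at room temperature.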
AMA1 RON2 block: inhibitors of Plasmodium falciparum AMA1-RON2 interaction. 360,000 compounds, 0.2% hits. AlphaScreen AMA1-biotinylated RON2 peptide binding. AID 720542. Potency, µM (series often up to 58.2 µM), without a hit: at the top dose activity change, negative = inhibition, usual class: inhibitors;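 further: potency means the concentration at half of the fitted maximal effect; 0% = vehicle wells and -100% = peptide control; nearly all actives have a fitted effect of over 45% in size; some results filed as inactive show a strong effect at the top dose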
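AMA1 (3D7) with his tag at 25 nM final met compounds first, then biotinylated RON2 peptide at 25 nM; detection used donor plus acceptor beads, 10 µg/mL apiece, read by AlphaScreen after 30 min at room temperature.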
LmPK inh: blocks Leishmania mexicana pyruvate kinase activity; Potency, µM (top dose mostly 57.5 µM), inactives show top-dose activity change, negative = inhibition, most hits filed as inhibitors; 290,000 compounds, 0.37% hits; AID 1721; purified LmPK, Kinase-Glo ATP luminescence, 1 h; further: potency means the concentration at half of the fitted maximal effect
Target sequence (Q27686 whole entry, looked up): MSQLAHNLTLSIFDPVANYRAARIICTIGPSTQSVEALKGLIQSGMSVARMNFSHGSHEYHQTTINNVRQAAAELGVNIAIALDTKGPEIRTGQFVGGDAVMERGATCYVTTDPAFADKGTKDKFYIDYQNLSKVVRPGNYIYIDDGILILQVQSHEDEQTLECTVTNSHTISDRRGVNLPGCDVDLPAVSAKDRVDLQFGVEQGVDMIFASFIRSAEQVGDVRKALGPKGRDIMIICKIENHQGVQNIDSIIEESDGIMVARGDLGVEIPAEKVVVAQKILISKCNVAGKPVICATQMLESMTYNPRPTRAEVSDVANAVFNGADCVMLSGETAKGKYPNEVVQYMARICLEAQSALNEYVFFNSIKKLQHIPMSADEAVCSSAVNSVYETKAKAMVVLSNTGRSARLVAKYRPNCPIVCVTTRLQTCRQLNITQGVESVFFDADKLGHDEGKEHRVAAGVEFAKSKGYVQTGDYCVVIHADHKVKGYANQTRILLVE
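qHTS format; LmPK 0.1 nM; substrates PEP 0.5 mM and ADP 0.1 mM. One-hour room-temperature incubation, then coupled luciferase luminescence; 0.5 nM enzyme wells mark activation.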
AmpC detergent: AmpC beta-lactamase inhibition with detergent present | P00811 | AmpC hydrolysis of nitrocefin, absorbance 480 nm, 0.01% Triton | Potency, µM (titrated, usually from 114 µM), for inactives: top-dose activity change, negative = inhibition, most hits filed as inhibitors | 370,000 compounds, 0.041% hits | AID 485294;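 further: potency means the concentration at half of the fitted maximal effect; 0% = no-compound wells and -100% = no-enzyme wells; nearly all actives have a fitted effect of over 25% in size; some results filed as inactive show a strong effect at the top dose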
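20 mM phosphate pH 7.0 + 0.01% (detergent screen) or 0.0001% Triton X-100; 5.3 nM AmpC reagent; cpd preinc 15 min RT; nitrocefin (800 uM stock) to start; A480 q20 s × 4 min; Activity was normalised to no-enzyme and no-compound control wells.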
TbPYK inhibitor: T. brucei pyruvate kinase inhibition; Potency, µM (series often up to 76.8 µM), for inactives: at the highest dose activity, negative = inhibition, most hits filed as inhibitors; AID 624173; 410,000 compounds, 0.12% hits; TbPYK enzyme, Kinase-Glo Plus ATP luminescence, 45 min; Q57TT1; further: potency means the concentration at half of the fitted maximal effect; nearly all actives have a fitted effect of over 50% in size
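Quantitative HTS: titrated library compounds versus trypanosomal pyruvate kinase in TEA buffer (pH 7.2) containing KCl, MgCl2, BSA and Tween-20. Reactions were initiated with ADP, 130 uM final. Kinase-Glo Plus luminescence was read after 45 min at RT.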
Numbers without * were called inactive; ? = inconclusive; . = no result given; [ ] = dose if it differs, or a comment. Unless noted, the call rests on the fitted dose curve; in most records, active means well fitted curve in the direction sought with a large enough effect; inconclusive means small, poorly fitted or top-dose-only effect, or another doubt; inactive means no such curve, though single readings can be large; an effect the other way counts as inactive or inconclusive. Unless noted, on the % scale 0 is the no-effect control and ±100 the full control effect.

SMILES	HCMV inh	AmpC no deterg	HCV inh	AMA1 RON2 block	LmPK inh	AmpC detergent	TbPYK inhibitor
COc1ccc(Cl)cc1S(=O)(=O)N(C)CC(=O)NCc1ccccn1	7	2%	8%	2%	3%	-4%	-28%
CCOC(=O)c1nn(-c2ccc(F)cc2)c(=O)c(C#N)c1C	-2	-13%	1%	-15%	5%	?	-1%
Cn1ccc(NC(=O)Nc2cccc([N+](=O)[O-])c2)n1	65	-25%	-4%	-13%	-2%	-5%	-18%
CC(C)Oc1ccc(CC(=O)NNC(=S)Nc2ccc(Br)cc2)cc1	49	-25%	?	43%[activator]	2%	-6%	-16%
COc1cccc(CC2(CO)CCN(S(=O)(=O)N(C)C)CC2)c1	15	21%	-2%	-3%	6%	4%	-26%
Cc1ccc(S(=O)(=O)Nc2ccc3nc(C)sc3c2)cc1	.	-52%	?	1%	3%	-14%	-6%
Cc1nn(C)c(C)c1S(=O)(=O)N1CCCC(C(=O)NCC2COc3ccccc3O2)C1 (stereo not drawn)	-1	72%[activator]	-9%	-2%	14%	-5%	6%
Cc1ccc(NS(=O)(=O)c2ccc(OCC(=O)NCc3cccnc3)cc2)cc1	-7	-8%	3%	-25%	3%	-4%	-10%
COc1ccc(-c2csc(N(CC3CCCO3)C(=O)c3cccs3)n2)cc1 (stereo not drawn)	20	-5%	?	0%	12%	0%	3%
Cc1ccccc1NC(=O)c1cc2c(C)nc3ccccc3c2o1	-83*	-2%	?	10%	16%	0%	7%
Cc1cc(=O)n2[nH]c(NCc3ccccc3F)nc2n1	-37	-19%	19%	-24%	-1%	-1%	8%
CCN(CC)C(=O)C1CC(c2ccc(OC)cc2)=NO1 (stereo not drawn)	68	-21%	10%	-5%	-14%	4%	-8%
COc1cccc2c1C(=O)C[C@]1(CCCC[C@@H]1C)O2	-15	-10%	1%	6%	.	-6%	1%
CCOC(=O)c1c(CSc2ccccc2)oc2ccc(O)cc12	24	-22%	?	-6%	-1%	3%	4%
C[C@@H](CO)NC(=O)[C@H]1O[C@@H](n2ccc(=O)[nH]c2=O)[C@H](O)[C@@H]1O	2	.	.	0%	.	.	-2%
COc1ccc(C=O)cc1CN1CCCN(Cc2ccc(Cl)cc2)S1(=O)=O	-13	-7%	28%	-3%	-1%	-3%	-2%
COc1ccc(-c2nc3nc(C)cc(C)n3n2)cc1	54	-11%	4%	-8%	?	1%	-2%
COc1ccccc1NC(=O)CCc1nc(-c2ccccc2F)no1	3	-21%	-19%	-4%	0%	-1%	0%
COc1ccc(-c2csc3nc(C)nc(N4CCN(c5ccc(C(C)=O)cc5)CC4)c23)cc1OC	-26	116%[activator]	?	-5%	15%	2%	-3%
COCCCNC(=O)CC(NS(=O)(=O)c1ccc(C)cc1)c1ccc(OC)cc1 (stereo not drawn)	-24	-9%	4%	-7%	1%	-6%	4%
N#CC1=C(Nc2ccc(Br)cc2)CCC1	36	-19%	-20%	-10%	1%	3%	9%
O=C(CSc1nnc(-c2cccnc2)o1)Nc1ccccc1Br	17	-8%	6%	2%	5%	-13%	5%
O=C(NCc1nc2ccccc2[nH]1)C1=C[C@H](c2ccc3c(c2)OCO3)C[C@H](OCc2ccc(CO)cc2)O1	-5	-6%	10%	35%[activator]	12%	3%	3%
COc1ccc(CCNc2ccc(S(=O)(=O)N3CCCC3)cc2[N+](=O)[O-])cc1	-62*	-7%	?	?	5%	4%	0%
CN(C)C(=O)Oc1ccc2c(c1)O/C(=C\c1cccc(Cl)c1)C2=O	?	-5%	-17%	-7%	-1%	-11%	-1%
COC(=O)Cc1c(CSc2ccccc2)oc2ccc(O)c(CN(C)C)c12	?	44%	?	-5%	4%	2%	-10%
COc1cc(OC)c(NC(=O)c2csc(C)c2)cc1Cl	133	-18%	-27%	0%	-1%	-2%	0%
CCOc1ccc(-n2ccnc(SCC(=O)Nc3ccc(OC)cc3OC)c2=O)cc1	-24	-30%	8.9µM*	16%	.	3%	1%
O=C(OCC(=O)N1c2ccccc2Sc2ccccc21)C1CC(=O)N(Cc2ccco2)C1 (stereo not drawn)	19	128%[activator]	13%	-8%	5%	?	0%
C=CCNC(=S)N/N=C/c1ccc(-c2ccc(OC)cc2)o1	13	-38%	?	39%[activator]	-7%	3%	5%
O=C(Cc1cccs1)N/N=C\c1ccc(O)cc1	-25	-38%	-13%	10%	2%	-4%	4%
CC(C)COC(=O)NCCOC(=O)Nc1cccc(Cl)c1	-13	-5%	?	-15%	0%	-9%	-6%
CC[N+]1(CC)CC2=Cc3c(ccc4ccccc34)C(C)C2C1 (stereo not drawn)	-36	34%	-8%	-8%	0%	-7%	6%
COc1cccc(CNC(=O)Cn2c(=O)oc3cc(S(=O)(=O)N4CCCC4)ccc32)c1	8	.	.	.	.	0%	-3%
CCOC(=O)c1sc(NC(=S)NC(=O)C2CCCC2)cc1C	76	-32%	?	-5%	1%	-9%	-1%
O=C(NC1CCCC1)C(c1ccc(F)cc1)N(Cc1ccc(F)cc1)C(=O)c1ccn[nH]1 (stereo not drawn)	-31	19%	11%	14%	2%	?	1%
O=C(Cc1ccc(F)cc1)NC1CCS(=O)(=O)C1 (stereo not drawn)	17	-10%	-2%	16%	.	3%	2%
CC(O)C(NS(=O)(=O)c1ccc(Cl)cc1)C(=O)OCC(=O)c1ccc2c(c1)NC(=O)CO2 (stereo not drawn)	-1	.	6%	7%	.	.	0%
O=C(Nc1ccccc1C(=O)Nc1ccc(Br)cn1)c1ccccc1Cl	0	-23%	13µM*	-2%	.	?	0%
O=C(C[C@@H]1C/C=C\CC[C@@H](Cc2ccc(F)cc2)C(=O)OC[C@@H]2CCCN2C1=O)N[C@H](CO)Cc1ccccc1	7	205%[activator]	53%[activator]	12%	.	.	4%
O=C1CSC(c2cccc(Cl)c2Cl)N1c1ccccn1 (stereo not drawn)	27	-20%	2%	4%	1%	-15%	-4%
COc1ccccc1C(=O)NNC(=S)NC(=O)c1cccs1	-78*	-11%	.	.	-11%	1%	.
COc1cc(OC)cc(C(=O)Nn2c(C)nc3ccccc3c2=O)c1	3	-5%	2%	-4%	-4%	-13%	3%
COc1ccc([C@H]2C[C@H](O)[C@@H](n3cc(-c4ccc(F)cc4)nn3)CN2CC2CCCCC2)cc1	-12	.	.	-11%	.	.	8%
CCOc1ccc(CN(C)C(=O)c2ccc(NC(=O)CC3SC(N4CCCC4)=NC3=O)cc2)cc1 (stereo not drawn)	20	126%[activator]	5%	-15%	-2%	-6%	2%

Single records (already shown).
Profile of COc1cccc2c1C(=O)C[C@]1(CCCC[C@@H]1C)O2 = HCMV inh: -15; AmpC no deterg: -10%; HCV inh: 1%; AMA1 RON2 block: 6%; LmPK inh: .; AmpC detergent: -6%; TbPYK inhibitor: 1%
Profile of COc1ccc(-c2csc(N(CC3CCCO3)C(=O)c3cccs3)n2)cc1 (stereo not drawn) = HCMV inh: 20; AmpC no deterg: -5%; HCV inh: ?; AMA1 RON2 block: 0%; LmPK inh: 12%; AmpC detergent: 0%; TbPYK inhibitor: 3%

Following part:
SMILES	HCMV inh	AmpC no deterg	HCV inh	AMA1 RON2 block	LmPK inh	AmpC detergent	TbPYK inhibitor
Cc1nnc(SCc2ccc(F)cc2Cl)s1	22	-6%	7%	-11%	-6%	3%	-1%
CC(C)Sc1nnc(NC(=O)c2ccco2)s1	-19	-15%	16%	-8%	1%	2%	-18%
CCn1cc(CN(C)S(=O)(=O)c2cccc([N+](=O)[O-])c2)cn1	9	-15%	-9%	-9%	6%	1%	-7%
CCOC(=O)C1C(=O)NC(N2CCCCC2)=NC1c1ccco1 (stereo not drawn)	-24	-16%	13%	7%	-2%	?	-7%
CCc1ccc(CN(Cc2cccnc2)C(=O)/C=C/c2ccc(OC)cc2)cc1	98	65%[activator]	?	-7%	-1%	-8%	0%
Cc1cccnc1NCC(O)COc1ccccc1 (stereo not drawn)	44	-14%	1%	-10%	-3%	?	0%
N#Cc1cc([N+](=O)[O-])ccc1NCCc1ccccn1	11	-20%	?	16%	1%	0%	2%
Cc1ccc(OCC(=O)NC(C)c2ccc(Cl)c(Cl)c2)c([N+](=O)[O-])n1 (stereo not drawn)	-19	82%[activator]	?	-5%	1%	1%	5%
CSc1ccccc1NC(=O)CN(C)Cc1cc(=O)n2ccsc2n1	111	-15%	2%	96%[activator]	-10%	10%	6%
Cc1cc(NC(=O)c2ccccc2[N+](=O)[O-])ccc1Br	-27	-34%	-21%	0%	-4%	0%	1%
O=C(CSc1nncn2c1cc1occc12)Nc1ccccc1C(F)(F)F	?	.	.	.	.	-2%	2%
COc1ccccc1CCN=C(N)NS(=O)(=O)c1cc(F)ccc1F	15	-49%	-6%	8%	-2%	2%	-3%

In the list so far, 10 have fluorine.
SMILES	HCMV inh	AmpC no deterg	HCV inh	AMA1 RON2 block	LmPK inh	AmpC detergent	TbPYK inhibitor
CCOC(=O)c1nn(-c2ccc(F)cc2)c(=O)c(C#N)c1C	-2	-13%	1%	-15%	5%	?	-1%
Cc1cc(=O)n2[nH]c(NCc3ccccc3F)nc2n1	-37	-19%	19%	-24%	-1%	-1%	8%
COc1ccccc1NC(=O)CCc1nc(-c2ccccc2F)no1	3	-21%	-19%	-4%	0%	-1%	0%
O=C(NC1CCCC1)C(c1ccc(F)cc1)N(Cc1ccc(F)cc1)C(=O)c1ccn[nH]1 (stereo not drawn)	-31	19%	11%	14%	2%	?	1%
O=C(Cc1ccc(F)cc1)NC1CCS(=O)(=O)C1 (stereo not drawn)	17	-10%	-2%	16%	.	3%	2%
O=C(C[C@@H]1C/C=C\CC[C@@H](Cc2ccc(F)cc2)C(=O)OC[C@@H]2CCCN2C1=O)N[C@H](CO)Cc1ccccc1	7	205%[activator]	53%[activator]	12%	.	.	4%
COc1ccc([C@H]2C[C@H](O)[C@@H](n3cc(-c4ccc(F)cc4)nn3)CN2CC2CCCCC2)cc1	-12	.	.	-11%	.	.	8%
Cc1nnc(SCc2ccc(F)cc2Cl)s1	22	-6%	7%	-11%	-6%	3%	-1%
O=C(CSc1nncn2c1cc1occc12)Nc1ccccc1C(F)(F)F	?	.	.	.	.	-2%	2%
COc1ccccc1CCN=C(N)NS(=O)(=O)c1cc(F)ccc1F	15	-49%	-6%	8%	-2%	2%	-3%

High-throughput results as filed in PubChem BioAssay.
